KOR beta-arrestin-1 – KOR agonists, beta-arrestin recruitment, primary screen, cell-based, luminescence, uHTS (AID 1777) | KOR beta-arrestin recruitment, luminescence; higher % means a stronger effect | activation, % at 10 µM, or EC50 in µM where a hit was titrated | 0.02% of 280,000 active | Kappa-type opioid receptor (Homo sapiens); in the data active means activation above about 50%, passing the limit was not always enough; further: a part of the inactive calls stands beside numbers as strong as those of hits
human PMI inhibitors – human PMI inhibitors, high substrate, primary screen, biochemical, fluorescence intensity, high mannose 6-phosphate (AID 1220). Mannose-6-phosphate isomerase (Homo sapiens). recombinant PMI enzyme, coupled fluorescence intensity; higher % means a stronger effect. inhibition, % at 20 µM, or IC50 in µM where a hit was titrated. 0.66% of 190,000 active
LYP inhibition – inhibitors of LYP phosphatase, biochemical, fluorescence intensity, uHTS (AID 1779); Tyrosine-protein phosphatase non-receptor type 22 (Homo sapiens); recombinant LYP phosphatase, fluorescence intensity; higher % means a stronger effect; inhibition, % at 11.5 µM; hits with a dose series show IC50 in µM; 0.054% of 290,000 active;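 further: plate controls were vehicle with enzyme for no effect and no enzyme for full effect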
human PMI inhibition – inhibitors of human PMI, primary screen, biochemical, fluorescence intensity, coupled assay (AID 1209) | Mannose-6-phosphate isomerase (Homo sapiens) | purified PMI enzyme, coupled fluorescence intensity; higher % means a stronger effect | one-dose inhibition, % at 20 µM; IC50 in µM for titrated hits | 0.42% of 190,000 active;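 further: plate controls were DMSO vehicle for no effect and wells lacking substrate for full effect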
XIAP displacement – XIAP antagonists, biochemical, IAP family, fluorescence polarization (AID 1018); E3 ubiquitin-protein ligase XIAP (Homo sapiens); XIAP BIR domain, fluorescence polarization peptide displacement; higher % means a stronger effect; displacement, % at 20 µM, or IC50 in µM where a hit was titrated; 0.007% of 200,000 active; in the data active means displacement above about 50%; further: a part of the inactive calls stands beside numbers as strong as those of hits
KOR beta-arrestin-2 – KOR antagonists, beta-arrestin recruitment, cell-based, luminescence, uHTS (AID 1778); KOR beta-arrestin recruitment, luminescence, antagonist mode; higher % means a stronger effect; inhibition, % at 10 µM; hits with a dose series show IC50 in µM; Kappa-type opioid receptor (Homo sapiens); 0.091% of 290,000 active; further: strong numbers were not always called active
TNAP activation fold – human TNAP enzyme activators, primary screen, biochemical, luminescent, no phosphate acceptor, uHTS (AID 1001). 0.03% of 200,000 active. activation fold at 20 µM, or EC50 in µM where a hit was titrated. purified TNAP, luminescent activation assay, no phosphate acceptor; higher activation fold means a stronger effect; in the data active means activation fold from about 3, or a potency from the dose series; inactive means the rest, 99 in 100 with activation fold below about 1.6; further: many of its hits are not listed in these tables
NOD2 inhibition – NOD2 signaling inhibitors, cell-based, luminescence, uHTS, HEK293 (AID 1566). 0.63% of 290,000 active. HEK293 NOD2/NF-kB luciferase reporter, luminescence; higher % means a stronger effect. inhibition, % at 4 µM; hits with a dose series show EC50 in µM; further: many of its hits are not listed in these tables
NOD1 inhibition – NOD1 signaling inhibitors, primary screen, cell-based, luminescence, uHTS (AID 1578) | 1% of 290,000 active | inhibition, % at 4 µM, or EC50 in µM where a hit was titrated | NOD1-driven NF-kB luciferase reporter cells, luminescence; higher % means a stronger effect; in the data active means inhibition mostly above about 36%, no sharp cut-off; inactive means mostly below about 34%;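 further: HEK-293T reporter cells stimulated with the NOD1 agonist gamma-tri-DAP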
* hit, by the source's call; x = not tested or not shown; [ ] = another dose, or the depositor's remark. Unless noted, no stated cut-off is given here; in the data, active means inhibition above about 50%; inactive means the rest. Some of the compounds tested. The share of hits here may be higher or lower than overall.

SMILES	KOR beta-arrestin-1	human PMI inhibitors	LYP inhibition	human PMI inhibition	XIAP displacement	KOR beta-arrestin-2	TNAP activation fold	NOD2 inhibition	NOD1 inhibition
CC(C)c1ccc(NC(=O)COC(=O)/C=C/c2cccc([N+](=O)[O-])c2)cc1	5.6%	-1%	1%	3%	-6.3%	-6%	1	6%	-31%
Cc1ccc(N=C(NO)c2nonc2N)cc1	x	-2%	-2%	7%	-22%	-10%	1	6%	11%
O=C(NCc1ccc2c(c1)OCO2)c1cccc(S(=O)(=O)N2CCCCC2)c1	-1.4%	-1%	-2%	-2%	-5.6%	24%	1	19%	-23%
CCOP(=O)(OCC)c1nc(-c2ccc(Cl)cc2Cl)oc1N1CCOCC1	-3.8%	1%	-1%	5%	0.4%	-4%[20 µM]	1.1	-4%	-17%
COc1cc(C(=O)O)cc(Br)c1OC1CCCC1	6.6%	-2%	-2%	-2%	-2.6%	-54%	1	5%	-26%
OCCCc1cn(-c2ccccc2)c2ccccc12	x	-14%	-4%	-1%	-4.4%	-46%[20 µM]	1.1	-19%	-23%
CC(=O)Nc1ccc(OCC(O)CN2CCN(c3ccccc3Cl)CC2)cc1 (stereo not given)	-2.0%	-5%	0%	-3%	-6.4%	14%	1.1	3%	-36%
CCN1C(=O)CC(C(=O)NCCc2ccc(S(N)(=O)=O)cc2)SC1=Nc1ccc(OC)cc1 (stereo not given)	-1.9%	-5%	2%	-8%	0.8%	-18%	1.1	4%	-25%
Cc1cccc(CN2C[C@]34C=C[C@@H](C[C@@H]3S2(=O)=O)O4)c1	1.3%	x	0%	x	x	-1%	x	-4%	-3%
CC1(C)C(=O)OC(c2c3ccccc3cc3ccccc23)C(C)(C)C1=O (stereo not given)	0.7%	x	-4%	x	x	18%	x	-14%	2%
COc1ccc(/C=N/N=C2/NC(=O)CC(C(=O)O)S2)cc1 (stereo not given)	8.2%	-6%	0%	-6%	-2.2%	-25%	1.1	2%	-39%
COc1ccccc1CN1C[C@@H]2C[C@@H](c3ccc(C)c(C)c3)N3CCC[C@@]23C1=O	0.7%	5%	3%	-3%	-6.7%	-6%	1	-7%	-12%
COc1ccc(Cc2nc(-c3ccc(Cl)cc3)no2)cc1	-1.8%	2%	-8%	8%	-4.9%	-24%	1	6%	-20%
COC(=O)COc1cccc2c(=O)n(CC(=O)NCc3ccc(F)cc3)ccc12	-2.0%	-6%	-4%	-1%	-9.3%	-152%	1.1	-40%	-2%
CN(C)S(=O)(=O)Oc1ccsc1C(=O)Nc1ccc(C(F)(F)F)cc1	-1.3%	3%	-2%	5%	-2.0%	-7%[20 µM]	1.1	18%	15%
Cc1ccc(SCC(=O)Nc2ccc(S(=O)(=O)Nc3nccs3)cc2)cc1	-3.2%	5%	0%	15%	-1.6%	-1%	1	13%	4%
CCN1CC(CN(C)Cc2nc(COc3ccccc3)no2)CC1=O (stereo not given)	-0.6%	-7%	-8%	-2%	-9.1%	-32%	1.1	10%	-23%
Cc1cc2c(N=O)c(NO)ccc2[nH]1	-1.4%	47%	-5%	46%	-2.9%	-6%	0.9	-26%	37%
CCOC(=O)/C(C#N)=C/Nc1ccccc1NS(=O)(=O)c1cccc(C(C)=O)c1	-2.7%	-3%	1%	-5%	-4.2%	6%	1.1	20%	-29%
Cc1nc(N2CCN(Cc3ccc(Cl)cc3)CC2)c2oc3ccccc3c2n1	11%	x	0%	x	x	-8%	x	6%	-3%
Cc1cccc(C(=O)NC2CCN(S(=O)(=O)c3ccccc3F)CC2)c1	4.6%	x	-8%	x	x	-20%	x	2%	6%
CCN(CC(=O)Nc1ccc(OC)c(OC)c1)CC(=O)Nc1ccccc1C(F)(F)F	5.3%	x	-6%	x	x	7%	x	6%	2%
Cc1ccc(N2CCN(CCc3nc4cc(NC(=O)c5ccco5)ccc4n3C)CC2)cc1	-7.0%	3%	-8%	9%	-4.0%	11%	1	24%	-4%
CC(OC(=O)CN(C)S(=O)(=O)c1ccc(Cl)cc1)C(=O)Nc1cccc(Cl)c1 (stereo not given)	-3.8%	23%	-6%	22%	-5.1%	0%	1.2	15%	-12%
O=C(CN1C(=O)CCC1=O)Nc1nc(-c2ccc(Cl)s2)cs1	-3.2%	6%	-1%	6%	0.7%	35%	1	18%	-34%
(list continues)
SMILES	KOR beta-arrestin-1	human PMI inhibitors	LYP inhibition	human PMI inhibition	XIAP displacement	KOR beta-arrestin-2	TNAP activation fold	NOD2 inhibition	NOD1 inhibition
COc1ccc(C(=O)NCC(=O)OCC(=O)NCc2cccs2)cc1	0.3%	-13%	-5%	-20%	-11%	-44%	1	6%	-4%
Cc1cc(C)c(C#N)c(Nc2ccccc2F)n1	0.2%	x	-5%	x	x	-58%[20 µM]	x	1%	-8%
Cc1cc(C(=O)CSc2nnc(Nc3ccccc3F)s2)c(C)n1CC1CCCO1 (stereo not given)	-1.4%	18%	-1%	14%	-3.6%	8%	1.1	1%	-12%
COc1ccc(-c2cc(-c3cc(C)ccc3O)[nH]n2)cc1	-6.0%	7%	1%	9%	-7.1%	-42%	1.3	-60%	-50%
CCOC(=O)c1c(C)c(C(=O)NCCc2ccccc2)c(C)n1C	-4.5%	5%	-6%	2%	1.9%	-19%	1.1	-36%	-34%
COc1cccc(CC2(CO)CCCN(Cc3c(C)cc(C)cc3-n3cccn3)C2)c1 (stereo not given)	-5.5%	3%	-9%	8%	0.4%	12%	1.1	7%	20%
Cc1ccc(C(=O)NCCNC(=O)COc2ccccc2Cl)cn1	-4.7%	x	-10%	x	x	18%	x	-1%	-15%
O=C(N/N=C/c1cn[nH]c1-c1ccc(F)cc1)c1ccncc1	6.1%	4%	-6%	-11%	-5.5%	7%	1.2	1%	11%
Cc1ccc(NC(=O)Nc2ccc3c(c2)C(=O)OC3)cc1Cl	0.3%	x	-2%	x	x	27%	x	-9%	-4%
Cc1cc(/C=N/NC(=O)c2cccc(F)c2)c(C)n1-c1ccccc1	-0.1%	-5%	3%	-13%	-0.1%	-11%	1.1	-40%	-64%
Cc1[nH]c2ccccc2c1C(=O)COC(=O)C1CCC(=O)N1 (stereo not given)	-0.7%	1%	-1%	-5%	-6.4%	4%	1.1	8%	-5%
CC(C)c1ccc(S(=O)(=O)N2CCN(C(=O)c3cc(-c4ccccc4)n[nH]3)CC2)cc1	-8.8%	x	-10%	x	x	-31%[20 µM]	x	1%	-10%
COc1ccccc1Nc1cc(C(=O)NCc2cccnc2)c2ccccc2n1	7.1%	x	-7%	x	x	26%	x	-14%	8%
Cc1cc(C)nc(SCC(=O)Nc2ccc3c(c2)OCO3)n1	3.4%	x	-6%	x	x	-20%	x	6%	-25%
COC(=O)CCC(=O)c1oc2ccccc2c1NC(=O)CCCN1C(=O)c2ccccc2C1=O	1.0%	-8%	-1%	3%	1.7%	-2%	1.1	0%	4%
COc1ccc(C(=O)NC2CCN(C(=S)Nc3cccc(C)c3)CC2)cc1	0.5%	-5%	5%	-6%	0.4%	-2%	1.1	11%	1%
COc1ccc(/C=C2\CCCC3C2=NN(C(=O)c2scnc2C)C3c2ccc(OC)cc2)cc1 (stereo not given)	1.1%	4%	5%	9%	1.0%	26%	1	-12%	2%
Cc1cccc2c1cnn2C(=O)Nc1ccc(Br)cc1F	-2.1%	x	-11%	x	x	1%	x	-58%	-1%
CC(C)Cc1nnc(NC(=O)CSc2nc(-c3ccccc3)cc(=O)[nH]2)s1	1.9%	-14%	-5%	-14%	-16%	-40%	1.1	17%	-5%
CCCn1nnnc1COc1ccc(C(N)=O)cc1	-3.3%	x	-9%	x	x	2%	x	2%	-8%
CCCCOc1cccc(C(=O)N(Cc2ccccc2)C2CCS(=O)(=O)C2)c1 (stereo not given)	4.3%	x	3%	x	x	-30%	x	-15%	-27%
COc1ccc(OC)c(NC(=O)c2nnn(Cc3ccc(Br)cc3F)c2N)c1	20%	12%	2%	9%	-1.2%	-32%	1.1	-30%	-37%
COc1ccc(Oc2nc(Oc3ccc(OC)cc3)nc(Oc3ccc(OC)cc3)n2)cc1	-2.5%	6%	5%	16%	-21%	17%	1.1	-3%	-25%
COc1cc(C(=O)Nc2ccccc2N2CCCCC2)cc(OC)c1OC	-0.7%	x	-6%	x	x	22%	x	5%	-1%
CCc1cccc(CC)c1NC(=S)NCCc1c(C)[nH]c2ccccc12	-1.3%	0%	1%	8%	-5.8%	-9%	1.1	-13%	-24%

Single values from above.
Cc1cc(C)nc(SCC(=O)Nc2ccc3c(c2)OCO3)n1 – NOD1 inhibition: -25%
O=C(N/N=C/c1cn[nH]c1-c1ccc(F)cc1)c1ccncc1 – XIAP displacement: -5.5%

Further entries
SMILES	KOR beta-arrestin-1	human PMI inhibitors	LYP inhibition	human PMI inhibition	XIAP displacement	KOR beta-arrestin-2	TNAP activation fold	NOD2 inhibition	NOD1 inhibition
C/C=C/c1ccc(OCCn2cncn2)c(OC)c1	-2.4%	12%	-1%	16%	-1.7%	1%	1.1	-1%	-23%
Cc1c(NC(=O)c2cccnc2Cl)c(=O)n(-c2ccccc2)n1C	-4.6%	x	-8%	x	x	15%	x	4%	-8%
CCOc1cc(N2CCOCC2)c(OCC)cc1NC(=O)CSc1cccc[n+]1[O-]	-3.4%	17%	-1%	18%	2.5%	-9%	1.1	0%	-18%
CCOc1ccc(NC(=O)C(CC)NC(=O)c2ccccc2CO)cc1 (stereo not given)	-5.0%	-5%	-11%	-1%	-1.6%	10%	1.2	4%	4%
COc1cc(CNC(C)c2ccccc2)cc(Br)c1OCc1ccccc1 (stereo not given)	-0.1%	x	-7%	x	x	12%	x	10%	43%
O=C(COc1ccc(Br)cc1)N1CCN(S(=O)(=O)/C=C/c2ccccc2)CC1	-4.4%	6%	-2%	14%	-6.2%	7%	1	8%	6%

An excerpt from above in order of length of the SMILES, high to low:
SMILES	KOR beta-arrestin-1	human PMI inhibitors	LYP inhibition	human PMI inhibition	XIAP displacement	KOR beta-arrestin-2	TNAP activation fold	NOD2 inhibition	NOD1 inhibition
COc1ccc(Oc2nc(Oc3ccc(OC)cc3)nc(Oc3ccc(OC)cc3)n2)cc1	-2.5%	6%	5%	16%	-21%	17%	1.1	-3%	-25%
CCOc1cc(N2CCOCC2)c(OCC)cc1NC(=O)CSc1cccc[n+]1[O-]	-3.4%	17%	-1%	18%	2.5%	-9%	1.1	0%	-18%
COc1ccc(OC)c(NC(=O)c2nnn(Cc3ccc(Br)cc3F)c2N)c1	20%	12%	2%	9%	-1.2%	-32%	1.1	-30%	-37%
Cc1c(NC(=O)c2cccnc2Cl)c(=O)n(-c2ccccc2)n1C	-4.6%	x	-8%	x	x	15%	x	4%	-8%
COc1cc(C(=O)Nc2ccccc2N2CCCCC2)cc(OC)c1OC	-0.7%	x	-6%	x	x	22%	x	5%	-1%
C/C=C/c1ccc(OCCn2cncn2)c(OC)c1	-2.4%	12%	-1%	16%	-1.7%	1%	1.1	-1%	-23%
